pAkt inh: Akt phosphorylation inhibition | Neuro2A IGF-stimulated pAkt S473 HTRF, 20 min; stronger effect = lower value | activity change, % for hits at 50 µM | 360,000 compounds, 0.32% hits; in the data active = activity change below about -80%; inconclusive = mostly about -51% to -80%; note: % is set by controls: 0 for no effect and ±100 for the full control effect
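Neuro2A cells in DMEM with 0.5% FBS, overnight at 37 deg C, given compound at single 50 µM final, then IGF (6 nM final) for 20 min at 37 deg C. Lysed; phospho-Akt Ser473 by HTRF after 24 h, 665/615 ratio.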
HepG2 tox: kills HepG2 cells in TGF-b inhibitor counter-screen. 410,000 compounds, 0.76% hits. HepG2 CAGA-GFP viability, ATP luminescence, 18 h. Potency, µM (top dose mostly 46.1 µM), without a hit: top-dose activity change, negative = cytotoxicity, hits mostly cytotoxic; note: potency is the fitted concentration of half-maximal effect; some results filed as inactive show a strong effect at the top dose
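CellTiter-Glo luminescence gave cytotoxicity after 18 hours at 37 degrees C. The cells were HepG2 CAGA-GFP in 1% FBS DMEM, stimulated with 500 pg/mL TGF-beta after compound addition. %Activity was normalised to no-cell wells (complete cell-killing) and DMSO (no toxicity), and curves were fitted and classified.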
Mm-Cpn inhibitor: blocks the Methanococcus maripaludis chaperonin Mm-Cpn | purified Mm-Cpn ATPase, ADP Transcreener TR-FRET | Potency, µM (series often up to 76.9 µM), without a hit: top-dose activity, negative = inhibition, actives largely listed as inhibitors | 330,000 compounds, 0.031% hits; note: potency is the fitted concentration of half-maximal effect; % is set by controls: 0 for no effect and ±100 for the full control effect; nearly all actives have a fitted effect of over 80% in size
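Inhibition of chaperonin ATP hydrolysis is measured as reduced ADP production, detected by competitive TR-FRET in which signal falls with ADP. Final enzyme 25 nM and ATP 10 uM, reacted 30 min at 37°C.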
ATXN viability: cell viability loss in ATXN counter-screen. S2 cells (HEK-293 line with an ATXN2-luciferase reporter) viability, CellTiter-Fluor protease fluorescence, 24 h. Potency, µM (series often up to 56.7 µM), actives largely listed as cytotoxic. 400,000 compounds, 0.49% hits. AID 651635; note: potency is the fitted concentration of half-maximal effect; nearly all actives have a fitted effect of over 40% in size
CCT modulator: modulators of cytosolic chaperonin (CCT/TRiC) activity; activity change, % (no concentration beside the values), hits read low; 360,000 compounds, 0.3% hits; purified chaperonin ATPase assay, HTRF ADP detection, 30 min; in the data active = activity change below about -30%; note: % is set by controls: 0 for no effect and ±100 for the full control effect
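First, chaperonin was dispensed at 40 nM or 20 nM final depending on batch activity. Next, compounds were pinned at 76 uM and ATP added at 10 uM. After 30 min at 37 °C, ADP detection reagents ran 30 min at ambient temperature.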
A549 viability: counter-screen for Nrf2 inhibitors: cytotoxicity in A549 cells. A549 ARE-Fluc cells, CellTiter-Fluor viability, 18-24 h. Potency, µM (titrated, usually from 46 µM), without a hit: at the highest dose activity change, negative = cytotoxicity, usual class: inhibitors. 390,000 compounds, 0.16% hits. AID 504648; note: potency is the fitted concentration of half-maximal effect; % is set by controls: 0 for no effect and ±100 for the full control effect
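Cytotoxicity counterscreen: CellTiter-Fluor fluorescence was measured in A549 ARE_Fluc cells after 18-24 h of compound exposure in a concentration series. The subsequent BugLite luminescent read reports ARE-luciferase activity.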
TGFb inhibitor: blocks TGF-b signaling; HepG2 CAGA-GFP TGF-b/SMAD3 reporter, GFP fluorescence, 18 h; TGF-beta stimulated, 500 pg/mL final; Potency, µM (top dose mostly 46.1 µM), inactives show at the highest dose activity, negative = inhibition, hits mostly inhibitors; 410,000 compounds, 1.2% hits; note: potency is the fitted concentration of half-maximal effect; % is set by controls: 0 for no effect and ±100 for the full control effect; nearly all actives have a fitted effect of over 65% in size
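Smad-responsive CAGA-GFP expression was quantified in HEPG2 cells exposed to compounds and 500 pg/mL final TGF-beta for 18 h at 37 degrees C; unstimulated wells defined full inhibition.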
Nrf2 block: inhibitors of Nrf2 signaling. A549 ARE-Fluc reporter, luciferase luminescence, 18-24 h. Potency, µM (highest dose often 46 µM), for the others: at the top dose activity change, negative = inhibition, most hits filed as inhibitors. 360,000 compounds, 2.1% hits. AID 504444; note: potency is the fitted concentration of half-maximal effect; % is set by controls: 0 for no effect and ±100 for the full control effect; nearly all actives have a fitted effect of over 60% in size
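Two sequential reads on A549 ARE_Fluc cells exposed to compound for 18-24 h: a CellTiter-Fluor fluorescence read for viability, then a luciferase luminescence read for Nrf2/ARE activity.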
Nrf2 ARE act: activates Nrf2 signaling | AREc32 ARE-luciferase reporter (MCF7-derived line), luminescence, 24 h | Potency, µM (titrated, usually from 46.1 µM), without a hit: top-dose activation, hits mostly activators | 410,000 compounds, 0.31% hits; note: potency is the fitted concentration of half-maximal effect; % of control where 0% means no effect; nearly all actives have a fitted effect of over 65% in size
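AREc32_Fluc, 1000 cells/well, OPTI-MEM + 5% FBS, o/n 37 deg C 5% CO2; 23 nL cpd by pin tool, 24 hr; Steady-Glo 30 min RT, luminescence.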
Active calls of the source: *; i = inactive; ? = inconclusive; . = no result given; & = joins results of further samples; ! = repeats disagree. Unless noted, calls come from the whole dose curve; as a rule, active = well fitted curve in the direction sought with a large enough effect; inconclusive = small, poorly fitted or top-dose-only effect, or another doubt; inactive = no such curve, though single readings can be large; an effect the other way counts as inactive or inconclusive.

Values in the order: pAkt inh	HepG2 tox	Mm-Cpn inhibitor	ATXN viability	CCT modulator	A549 viability	TGFb inhibitor	Nrf2 block	Nrf2 ARE act
> O=c1c2cn[nH]c2nc(SCc2c(F)cccc2F)n1-c1ccc(Cl)cc1
→ i	-106%&-14%	-8%	i	0.3	-5%&-9%	16µM*!	?	0.1%&0.1%
> Cc1ccc(NC(=O)Cn2cc(C(=O)C3CC3)c3ccccc32)cc1C
→ .	-66%	.	i	.	-7%	0%	-10%	0.6%
> O=c1c2c(nc3cc(-c4ccc(F)cc4)[nH]n13)CCCC2
→ i	-45%	0%	i	1.5	-3%	-6%	.	-1.0%
> CCn1c(CNC(=O)C23CC4CC(CC(C4)C2)C3)nnc1SCC(=O)Nc1ccc(C)cc1
→ .	-9%	.	?	.	-5%	?	2%	0.0%
> Cc1cc(F)ccc1-c1cc(C(=O)NCc2ccco2)[nH]n1
→ i	2%	.	i	0.3	.	9%	.	6.8%
> S=C(N/N=C1\CCc2ccccc21)NC1CCCCC1
→ i	-7%	2%	?	1.4	15%	-30%	?	17%
> Cc1cc(F)ccc1S(=O)(=O)N(C(=O)c1ccncc1)c1ccc(OC(=O)c2ccncc2)cc1
→ i	-11%	1%	i	-2.7	2%	-3%	2%	3.1%
> COc1cc(C(=O)COC(=O)c2ccc([N+](=O)[O-])o2)cc(OC)c1OC
→ i	-26%	0%	i	-3.9	-3%	?	-7%	9.9%
> COc1ccc(OC(C)C(=O)N2CCOCC2)cc1 (stereo unspecified)
→ i	0%	-2%	i	0.3	-12%	-9%	9%	0.4%
> O=C1c2ccccc2C(Nc2ccc(-c3nc4ccccc4[nH]3)cc2)N1Cc1ccco1 (stereo unspecified)
→ i	-21%	-4%	i	-2.3	-9%	-7%	?	11%
> CCC(=O)NNc1cc(=O)c2c(=O)n(C)c(=O)n(C)c2[nH]1
→ i	-20%	0%	i	-0.7	4%	-31%	-12%	0.9%
> O=C1NC(Cc2ccc(O)cc2)c2nc3ccc(Br)cc3c(=O)n2-c2cc3ccccc3cc21 (stereo unspecified)
→ i	-36%	.	?	1.4	.	13µM*	.	-3.7%
> C=C(C)COc1ccc(-c2ncncc2-c2ccc(Cl)cc2)c(O)c1
→ i	-28%	1%	i	-1.1	12%	?	-15%	0.5%
> O=C(Nc1ccc(S(=O)(=O)N2CCCC2)cc1)c1cccnc1Cl
→ i	7%	0%	i	-1.0	0%	2%	-19%	-0.3%
> CCCC(=O)Nc1ccccc1-c1nnn(CC(=O)Nc2ccc(OCC)cc2)n1
→ i	-3%	2%	i	-1.5	-13%	-3%	?	-0.5%
> COc1cc2c(cc1OC)C(Cc1ccc(O)cc1)N(C)CC2 (stereo unspecified)
→ i	-17%	1%	i	0.1	-1%	7%	-1%	3.3%
> COc1ccc(C(=O)NNC(=S)NC(=O)c2ccc(OC)cc2)cc1
→ i	-8%	-2%	i	-1.4	-10%	1%	?	3.4%
> COc1ccc([C@H]2C(C(=O)O)=C[C@@H](C(C)(C)C)N2S(=O)(=O)c2ccccc2)cc1
→ i	-2%	-1%	i	0.8	-1%	-5%	-7%	0.5%
> CCOc1ccc(NC(=O)CS(=O)CC(=O)N(CC(=O)NC(C)(C)C)C2CCCC2)cc1 (stereo unspecified)
→ i	7%	-3%	i	-3.4	-4%	-3%	-16%	-0.3%
> O=[N+]([O-])c1cccc(/C=C2\CCc3cnn(C4CCS(=O)(=O)C4)c32)c1 (stereo unspecified)
→ i	-16%	.	i	0.8	.	-16%	.	23%
> Cc1ccc(C)c(S(=O)(=O)N(C)C2(C)CCS(=O)(=O)C2)c1 (stereo unspecified)
→ i	2%	1%	i	-0.5	-5%	-2%	-6%	-0.5%
> Cc1c(C2=CCN(S(=O)(=O)c3cccc(Cl)c3)CC2)c2ccccc2n1CC(=O)N1CCCC1
→ .	-31%	.	.	.	-16%	?	?	0.5%
> COc1ccc2[nH]c(C)c(CCNC(=S)Nc3ccccc3C)c2c1
→ i	-42%	-1%	i	-2.2	1%	?	-4%	-0.1%
> O=C(COC(=O)CCc1nc2ccccc2c(=O)[nH]1)Nc1ccccc1
→ i	3%	-3%	i	-0.2	-2%	-3%	-12%	-0.2%
> CCOC(=O)CCCNC(=O)CSc1nc2ccc(OCC)cc2[nH]1
→ i	5%	0%	i	-2.7	-3%	?	3%	0.4%
> O=C(CCNC(=O)c1ccccc1Cl)Nc1ccccc1N1CCCC1
→ i	13%	0%	i	-0.5	0%	27%	-8%	0.2%
> CN1CC(=O)N(CC(=O)Nc2ccc(Cl)c(C(F)(F)F)c2)c2ccccc2C1=O
→ .	-2%	.	i	.	1%	-2%	.	1.5%
> Cc1ccc(NC(=O)C(=O)NCCCN2CCOCC2)c(C)c1
→ i	2%	0%	i	-1.9	-11%	1%	8%	-0.6%
> Nc1nc2c(ncn2[C@@H]2O[C@H](CNCc3ccc4ncccc4c3)[C@@H](O)[C@H]2O)c(=O)[nH]1
→ i	-4%	.	i	0.2	.	5%	.	-0.9%
> CCc1cccc(C)c1NC(=O)CCn1c(=O)c2cccn2c2ccccc21
→ .	-29%	.	.	.	-3%	-16%	-23%	7.5%

Taken from above (12 entries):
Values in the order: pAkt inh	HepG2 tox	Mm-Cpn inhibitor	ATXN viability	CCT modulator	A549 viability	TGFb inhibitor	Nrf2 block	Nrf2 ARE act
> COc1cc2c(cc1OC)C(Cc1ccc(O)cc1)N(C)CC2 (stereo unspecified)
→ i	-17%	1%	i	0.1	-1%	7%	-1%	3.3%
> COc1ccc(C(=O)NNC(=S)NC(=O)c2ccc(OC)cc2)cc1
→ i	-8%	-2%	i	-1.4	-10%	1%	?	3.4%
> COc1ccc([C@H]2C(C(=O)O)=C[C@@H](C(C)(C)C)N2S(=O)(=O)c2ccccc2)cc1
→ i	-2%	-1%	i	0.8	-1%	-5%	-7%	0.5%
> CCOc1ccc(NC(=O)CS(=O)CC(=O)N(CC(=O)NC(C)(C)C)C2CCCC2)cc1 (stereo unspecified)
→ i	7%	-3%	i	-3.4	-4%	-3%	-16%	-0.3%
> O=[N+]([O-])c1cccc(/C=C2\CCc3cnn(C4CCS(=O)(=O)C4)c32)c1 (stereo unspecified)
→ i	-16%	.	i	0.8	.	-16%	.	23%
> Cc1ccc(C)c(S(=O)(=O)N(C)C2(C)CCS(=O)(=O)C2)c1 (stereo unspecified)
→ i	2%	1%	i	-0.5	-5%	-2%	-6%	-0.5%
> Cc1c(C2=CCN(S(=O)(=O)c3cccc(Cl)c3)CC2)c2ccccc2n1CC(=O)N1CCCC1
→ .	-31%	.	.	.	-16%	?	?	0.5%
> COc1ccc2[nH]c(C)c(CCNC(=S)Nc3ccccc3C)c2c1
→ i	-42%	-1%	i	-2.2	1%	?	-4%	-0.1%
> O=C(COC(=O)CCc1nc2ccccc2c(=O)[nH]1)Nc1ccccc1
→ i	3%	-3%	i	-0.2	-2%	-3%	-12%	-0.2%
> CCOC(=O)CCCNC(=O)CSc1nc2ccc(OCC)cc2[nH]1
→ i	5%	0%	i	-2.7	-3%	?	3%	0.4%
> O=C(CCNC(=O)c1ccccc1Cl)Nc1ccccc1N1CCCC1
→ i	13%	0%	i	-0.5	0%	27%	-8%	0.2%
> CN1CC(=O)N(CC(=O)Nc2ccc(Cl)c(C(F)(F)F)c2)c2ccccc2C1=O
→ .	-2%	.	i	.	1%	-2%	.	1.5%

The listing continues.
Values in the order: pAkt inh	HepG2 tox	Mm-Cpn inhibitor	ATXN viability	CCT modulator	A549 viability	TGFb inhibitor	Nrf2 block	Nrf2 ARE act
> O=C(COC(=O)/C=C/c1ccc2c(c1)OCO2)NCc1ccccc1
→ i	-5%	-1%	i	2.1	2%	-2%	14%	3.4%
> CCc1ccc(C(=O)NNC(=O)c2c(CC)noc2C)cc1
→ i	3%	1%	?	-1.5	1%	2%	1%	-0.1%
> O=C(O)Cn1nnnc1SCC(=O)Nc1ccc(F)cc1F
→ i	-1%	2%	i	1.4	-3%	2%	8%	-0.4%
> O=C(COC(=O)CCC(=O)c1ccc(F)cc1)Nc1cccc(S(=O)(=O)N2CCOCC2)c1
→ i	-1%	-2%	i	-0.2	-2%	-1%	1%	0.1%
> COc1ccc(NC(=O)CCN2CCC(C)CC2)cc1
→ i	3%	-27%	i	-2.7	10%	-3%	13%	-0.4%
> Cc1ccc(C)c(C(O)c2ncc(-c3ccc(Cl)cc3)[nH]2)c1 (stereo unspecified)
→ i	-6%	.	i	-2.3	.	-20%	.	-0.1%
> N#Cc1nc(-c2cccs2)oc1N1CCN(c2ccccc2)CC1
→ i	-29%	-12%	i	-0.7	7%	-1%	.	0.2%
> O=C(NNC(=O)c1cc2ccccc2cc1O)Nc1ccc(F)cc1F
→ i	-44%	1%	i	-3.8	5%	-2%	13%	6.7%
> CCCn1c(COc2ccccc2)nc2ccccc21
→ i	-22%	-3%	i	1.6	3%	-4%	-23%	0.2%
> Cc1ccc2c(COC(=O)c3ccccc3Br)cc(=O)oc2c1
→ i	6%	-2%	i	0.2	-19%	5%	?	?
> O=C(Nc1cccc2ncccc12)c1cc([N+](=O)[O-])ccc1Cl
→ i	-17%	0%	i	-0.7	8%	2%	?	18%
> COc1ccccc1Nc1nc(Cl)c(C=O)s1
→ i	2%	-1%	.	1.4	-4%	-4%	?	?
> O=C(NCc1ccccc1Cl)C1CCN(S(=O)(=O)N2CCOCC2)CC1
→ i	12%	3%	?	-0.9	-4%	1%	2%	2.9%
> Cc1cccn2c(=O)c(/C=N/O)c(N3CCCCC3)nc12
→ i	-2%	0%	?	-0.8	-9%	-1%	-20%	-0.4%

Bioassay records deposited in PubChem by National Center for Advancing Translational Sciences (NCATS).

Outcome played no part in choosing rows; 4.4% or so of the library scored in one or more.
